High-throughput results from PubChem BioAssay.
UTI89 phage lysis: protection from phage-mediated lysis, alamar blue read-out – E. coli UTI89, K1F phage, bacterial capsule biogenesis inhibitors (AID 488966) | 0.02% of 340,000 active | inhibition, % at 100 µM, or IC50 in µM where a hit was titrated | E. coli UTI89 K1F phage lysis, alamar blue, 2 h; higher % means a stronger effect;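 active = phage lysis inhibition, versus mean bacterial control, above a set limit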;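 also: capsule biogenesis inhibitors block K1F phage lysis so surviving cells raise fluorescence; higher fluorescence means more inhibition of phage lysis; actives were called in the ten point dose series up to 300 µM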
T cell HTS: T cell immune modulators affecting CD8 T cell-vesicle binding | 2C CD8+ T cell-vesicle binding, flow cytometry; active compounds read low | calls only at 7 µM | 0.068% of 330,000 active;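 active = response, share of CD8 T cells binding vesicles, and their 90th percentile fluorescence all below set limits, cut at about 80% in these data, passing the limit was not always enough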
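System: murine 2C transgenic CD8+ T lymphocytes; also added: QL9-loaded Drosophila micro-vesicles; times: binding 1.5 h at 37 °C; measured by: flow cytometry, PE anti-B7-1 (FL2) versus Alexa647 anti-CD8 (FL8), PFA-fixed; control set: Peptide-free naked vesicles (low) and QL9 vesicles with 0.7% DMSO vehicle (high)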
MgcRacGAP inhibition: MgcRacGAP GTPase-activating activity inhibitors, confirmation, biochemical, ADP Hunter fluorescence. MgcRacGAP-stimulated Rac1 GTP hydrolysis, ADP Hunter fluorescence; higher % means a stronger effect; GST-tagged Rac1 F28L mutant substrate. inhibition, % at 30 µM, or IC50 in µM where a hit was titrated. 0.6% of 340,000 active;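 active = first-screen hits whose inhibition reached a set limit at any dose in the follow-up dose series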;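 also: fluorescence reports GDP produced by GAP-driven GTP hydrolysis; strong numbers were not always called active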
RSV CPE inhibition: inhibition of RSV-induced cytopathic effect – HEp-2 cells, primary 10 µM value included (AID 2391) | HEp-2 cells, RSV-induced CPE inhibition; higher % means a stronger effect | one-dose CPE inhibition, % at 10 µM; IC50 in µM for titrated hits | 0.13% of 310,000 active; in the data active = a potency from the dose series; also: strong numbers were not always called active
NTR1 ag: agonists of NTR1, primary screen, imaging, U2OS cells, beta-arrestin-GFP, high content (AID 493036); activation, % at 20 µM; P30989; NTR1-U2OS beta-arrestin-GFP spot imaging, agonist mode; 0.17% of 330,000 active;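 active = activation at or above 40% of the spot to cytoplasm intensity ratio, with at least 20 cells analyzed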;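 also: 0% = DMSO without peptide and 100% = 100 nM NTR1 peptide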
Target sequence (P30989 whole entry, looked up): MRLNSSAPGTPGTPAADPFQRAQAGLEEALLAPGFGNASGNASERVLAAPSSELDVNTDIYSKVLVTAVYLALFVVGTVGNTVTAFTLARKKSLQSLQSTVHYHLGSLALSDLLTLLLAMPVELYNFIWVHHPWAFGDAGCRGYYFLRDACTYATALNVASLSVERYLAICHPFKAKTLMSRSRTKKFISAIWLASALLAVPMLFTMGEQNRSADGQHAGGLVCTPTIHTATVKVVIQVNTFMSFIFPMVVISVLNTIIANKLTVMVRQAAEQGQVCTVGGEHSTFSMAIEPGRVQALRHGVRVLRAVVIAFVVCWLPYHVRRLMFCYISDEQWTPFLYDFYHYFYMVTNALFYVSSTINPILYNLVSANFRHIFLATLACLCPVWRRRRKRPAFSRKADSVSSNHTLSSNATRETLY
Salmonella PhoP GFP: inhibitors of PhoP regulon expression, primary screen, Salmonella Typhimurium, GFP reporter (AID 1863); S. Typhimurium PhoP-regulated promoter GFP reporter, 4 h; higher % means a stronger effect; one-dose inhibition, % at 50 µM; IC50 in µM for titrated hits; 0.16% of 300,000 active;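 active = inhibition over 29.93%, a cutoff 3 SD above the screen mean, later confirmed by dose response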;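 also: 0% = low Mg2+ inducing control and 100% = high Mg2+ repressing control; strong numbers were not always called active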
Dengue-2 NS5 capping: flavivirus cap methylation enzyme inhibition – biochemical, confirmation dose response, primary screen (AID 588689); Dengue-2 NS5 methyltransferase capping enzyme assay, biochemical; higher % means a stronger effect; one-dose inhibition, % at 25 µM; IC50 in µM for titrated hits; 0.3% of 340,000 active; in the data active = a potency from the dose series
West Nile virus CPE: inhibition of WNV-induced cytopathic effect – cell-based, CPE readout (AID 1621); one-dose CPE inhibition, % at 10 µM; IC50 in µM for titrated hits; West Nile virus-infected cells, CPE inhibition; higher % means a stronger effect; 0.02% of 290,000 active; in the data active = a potency from the dose series; also: strong numbers were not always called active
Large T inhibition: TAg ATPase/helicase activity blockers – biochemical (AID 1903); one-dose inhibition, % at 20 µM; IC50 in µM for titrated hits; SV40 large T antigen ATPase/helicase inhibition assay; higher % means a stronger effect; 0.39% of 310,000 active; in the data active = a potency from the dose series; also: strong numbers were not always called active
T cell HTS vesicle-bound %: further read-out of T cell HTS, marked with its call; double positive events, %; measured here: CD8+ vesicle-bound cell fraction;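 binding gate set so that unloaded-vesicle control wells show 10% double positive cells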
NTR1 ag cell count 20 µM: second read-out of NTR1 ag, no call of its own (marks repeat the call); cell count; measured here: cell count, cytotoxicity flag
Dengue-2 NS5 capping pilot replicate: further read-out of Dengue-2 NS5 capping, marked with its call; inhibition, %; measured here: pilot screen replicate inhibition
Starred values were filed as active, the others as inactive; i = inactive; · = not tested or not shown; & = joins results of further samples; [ ] = another dose, or the depositor's remark.

SMILES | UTI89 phage lysis | T cell HTS | T cell HTS vesicle-bound % | MgcRacGAP inhibition | RSV CPE inhibition | NTR1 ag | NTR1 ag cell count 20 µM | Salmonella PhoP GFP | Dengue-2 NS5 capping | West Nile virus CPE | Large T inhibition | others
CN(CC(=O)NNC(=O)Cc1ccccc1F)S(=O)(=O)c1ccc(Cl)cc1 | -0.3%[50 µM] | i | 41 | 8% | -0.4% | 0.7 | 69 | -6% | 4% | · | 6%
CC(C)CC(=O)N1CCN(Cc2ccccc2Cl)CC1 | 0.1% | i | 30 | 28% | 0.6% | 0.0 | 58 | 2% | -6% | -0.5% | 1% | Dengue-2 NS5 capping pilot replicate=-6.1
CCOc1ccc(/C(O)=C2/C(=O)C(=O)N(Cc3cccnc3)C2c2ccc(N(C)C)cc2)c(C)c1 (stereo not given) | 7.0% | i | 26 | -2% | 1.4% | -0.4 | 47 | -8% | 3% | 0.3% | 3%
COC(=O)[C@@H]1C[C@@]2(O)[C@H](O)[C@H](O)[C@H](O)C[C@H]2N1Cc1ccc(C(F)(F)F)cc1 | 0.8% | i | 26 | 13% | -0.6% | -0.4 | 57 | 1% | -8% | -0.6% | 5%
COC(=O)c1cccc(NC(=S)NCCC2=CCCCC2)c1 | 0.1% | i | 38 | -2% | -0.2% | 2.9 | 53 | -2% | -7% | -0.3% | 4%
O=C(Nc1ccccc1F)C(=O)c1cn(CC(=O)N2CCCCC2)c2ccccc12 | 0.7% | i | 60 | 12% | 0.0% | 1.6 | 56 | -4% | -2% | · | 23%
CCN1CCN(S(=O)(=O)c2cc(OC)ccc2OC)CC1 | 4.0% | i | 14 | 6% | -0.3% | -1.8 | 59 | -5% | 5% | 0.0% | 4%
Cc1n[nH]c(=O)c2c(NC(=O)CSc3nnnn3-c3ccc(O)cc3)oc(C)c12 | 1.3%[50 µM] | i | 34 | 3% | -1.6% | -0.4 | 79 | -5% | -8% | · | 28%
COc1cccc(OCCOCCN(C)CCO)c1 | 2.0% | i | 2 | 11% | -0.6% | -1.6 | 37 | 3% | 6% | 0.0% | 18%
Fc1ccc(-c2nnc(Cc3ccc(Cl)cc3)o2)cc1 | 3.7%[50 µM] | i | 20 | 9% | 4.8% | 2.4 | 55 | 6% | -10% | -0.2% | 12%
CCCCN(CCCC)c1ccc(C(=O)c2ccccc2C(=O)O)c(O)c1 | -0.4% | i | 25 | 7% | 1.1% | 3.0 | 56 | 8% | 44µM* | 0.0% | 28%
COc1ccc(-n2nc(C(=O)NCC(=O)NCCc3ccc(OC)c(OC)c3)c3ccccc3c2=O)cc1 | 0.2% | i | 44 | 4% | 1.2% | -0.5 | 47 | -1% | -12% | 0.6% | 6%
CC(C)(C)c1ccc(C(CC(=O)O)NC(=O)C23CC4CC(CC(C4)C2)C3)cc1 (stereo not given) | 0.0% | i | 57 | -2% | 2.4% | 1.0 | 103 | -5% | -7% | 0.0% | 9%
CC(=O)c1cc(CCC(=O)NC2CCCCCC2)oc1C | 0.0% | i | 20 | -2% | 1.6% | 1.0 | 47 | 0% | -7% | 0.6% | 7%
COc1ccc(Br)cc1/C=N/NC(=O)CNC(=O)c1cccnc1 | -2.2% | i | 36 | -12% | · | 2.1 | 55 | -11% | 2% | 0.2% | 16%
COc1cc(OC)cc(C(=O)N[C@H](C(=O)Nc2ccccc2N2CCOCC2)C(C)C)c1 | 0.0% | i | 26 | 3% | 1.1% | -0.5 | 76 | 4% | -5% | -0.2% | 5%
COC(=O)c1ccc(CSc2nc3ccccc3[nH]2)o1 | 0.9% | i | 41 | 14% | 50% | -1.2 | 94 | 2% | 6% | -0.2% | 6%
COc1ccc(COC(=O)CCc2c[nH]c3ccccc23)cc1F | 0.1% | i | 13 | 4% | 0.4% | 2.1 | 52 | 2% | -1% | 0.4% | 1%
CC1=C(C(N)=O)C(c2ccc(Br)cc2)n2ncnc2N1 (stereo not given) | 0.1% | i | 8 | 10% | -0.4% | -1.6 | 82 | 3% | -1% | 0.2% | 1%
NS(=O)(=O)c1ccc(CCNC(=O)CN2C(=O)COc3ccc(S(=O)(=O)N4CCCC4)cc32)cc1 | -0.1% | i | 21 | -26% | 6.4% | -0.3 | 53 | -8% | -6% | 0.4% | 14%
COc1ccc(CNC(=O)c2noc3c2CCCCC3)cc1 | 1.5% | i | 25 | 5% | 2.8% | 0.2 | 39 | -5% | -2% | -0.4% | 6%
CNc1c(NC(=O)C2CCC(C)CC2)c(=O)oc2ccccc12 (stereo not given) | 0.0% | i | 35 | 6% | 1.2% | 2.9 | 50 | 3% | -11% | -0.5% | 1%
CCn1c(=O)n(CC(=O)N2CCN(c3ccccc3F)CC2)c(=O)c2ccccc21 | 0.6% | i | 50 | 7% | 2.8% | 2.2 | 62 | -5% | -3% | -0.3% | 5%
CCCCCCCCN1C(=O)C(O)=C(C(C)=O)C1c1ccccn1 (stereo not given) | -3.0% | i | 38 | 6% | 0.2% | 1.1 | 81 | -9% | 0% | -0.3% | 5%
O=C(c1ccccc1)C1CCN(C(=O)Nc2ccccc2)CC1 | -1.1% | i | 14 | 12% | · | 1.1 | 57 | -9% | 0% | -0.4% | 5%
CCN(CC)C1=C(Cl)C(=O)C(Cl)C12OCCO2 (stereo not given) | · | i | 27 | · | 0.4% | 0.5 | 40 | · | · | 0.3% | 10%
COc1ccc(S(=O)(=O)N2CCCCCC2)cc1C(=O)N(C)CC(=O)Nc1ccc(Cl)c(Cl)c1 | 0.4%[50 µM] | i | 16 | 0% | -0.8% | 2.0 | 70 | 6% | 7% | · | 11%
O=C1CC(=O)N(CCNc2ncc(C(F)(F)F)cc2Cl)C(=O)N1 | -0.4% | i | 14 | -2% | 1.8% | -1.2 | 69 | -14% | -81% | 1.1% | -6%
O=C(NCc1ccc2c(c1)OCO2)Nc1ccc2nsnc2c1 | 0.0% | i | 46 | 9% | 0.5% | 0.7 | 52 | -9% | · | -0.1% | 5%
O=C(Nc1cccc(C(=O)O)c1)/C(=C\c1ccccc1Cl)NC(=O)c1ccco1 | -0.3%[50 µM] | i | 17 | 3% | 1.0% | 1.9 | 62 | 6% | -8% | 0.0% | 5%
CC(=O)c1ccc(NC(=O)c2ccc(-n3cncn3)c([N+](=O)[O-])c2)cc1 | -0.1% | i | 12 | 3% | 2.0% | -0.3 | 69 | 6% | 0% | -0.1% | 14%
CCOC(=O)c1cnc(-n2nc(C)cc2C)nc1NCc1ccc2c(c1)OCO2 | 0.6% | i | 32 | 7% | 0.8% | 3.1 | 72 | 10% | -2% | -1.6% | 17%
O=C1CC(NS(=O)(=O)c2ccccc2F)CN1c1ccc2c(c1)OCCO2 (stereo not given) | 0.8%[50 µM] | i | 50 | 2% | 1.6% | 2.1 | 55 | 10% | 6% | · | 14%
N#CC1=C(S)N(c2ccc(F)cc2)C2(CCCCC2)NC1=O | 0.3% | i | 36 | 57% | 3.0% | -0.4 | 34 | 3% | -4% | 0.4% | 23%
Cc1c(CCOC(=O)C2C3CC4CC(C3)CC2C4)sc[n+]1CC(=O)c1ccc(Br)cc1 (stereo not given) | 3.5% | i | 42 | -12%&2% | -0.9% | 18 | 54 | 23% | 7%&-3% | 0.1% | 4%
Cc1cc(C)nc(SCc2nnc(SCC(=O)O)n2-c2ccccc2)n1 | 0.1% | i | 40 | 1% | 0.7% | 0.0 | 71 | -5% | · | 0.3% | 29%
Cc1cccc(-n2c(O)c(C=Nc3cc(O)ccc3C)c3ccccc3c2=O)n1 | -1.9% | i | 27 | 17% | 0.4% | 3.7 | 59 | -4% | -4% | -0.5% | -1%
O=C(COc1ncnc2sccc12)NC1CCS(=O)(=O)C1 (stereo not given) | 0.3% | i | 28 | 8% | 1.4% | 2.7 | 49 | -10% | -13% | 0.3% | 9%
[O-]/C(=C(\C(=S)Nc1ccccc1F)[n+]1ccccc1)c1ccc(OC(F)F)cc1 | 0.0% | i | 31 | 16% | -0.7% | 1.6 | 59 | -10% | 3% | 0.1% | 27%
CCN(CC)CCNC(=O)C(=O)NCC1OCCN1C(=O)c1ccc2c(c1)OCO2 (stereo not given) | · | i | 50 | · | -0.1% | -2.0 | 71 | -1% | · | 0.7% | 10%
O=C(C(=O)N1CCCCC1)c1c(-c2ccccc2)[nH]c2ccccc12 | 0.3% | i | 21 | 6% | -0.2% | -0.2 | 105 | 6% | -7% | -1.2% | 8%
CCCOc1ccc(N2C(=O)CC(N(Cc3ccco3)C(=O)CCC(=O)O)C2=O)cc1 (stereo not given) | -0.2% | i | 26 | 11% | 1.3% | 0.9 | 45 | -4% | -13% | 0.2% | 10%
O=C(CN1CCOCC1)N1CCCc2c1c(=O)oc1ccc(OCc3ccccc3)cc21 | -0.5% | i | 58 | 2% | 2.0% | -0.2 | 50 | -9% | 0% | -1.1% | 1%
O=C(CN1C(=O)/C(=C/c2c(F)cccc2Cl)Oc2ccccc21)NCc1ccco1 | · | i | 61 | · | 2.8% | 3.8 | 97 | 0% | · | · | 17%
NCCCCCc1cn([C@@H](CCC(=O)O)C(=O)NCCCCCCCCCCC(=O)N2CCNCC2)nn1 | -0.2% | i | 53 | 4% | 0.0% | 0.5 | 88 | · | -10% | · | 4%
CCOC(=O)C1=C(COC(=O)c2c(OC)cccc2OC)NC(=O)NC1C (stereo not given) | 1.0%[50 µM] | i | 30 | -3% | -0.8% | 0.2 | 68 | -5% | -4% | · | 3%
